ALOX12 inh: Primary qHTS assay for inhibitors of human arachidonate 12S-lipoxygenase (ALOX12): Round 2 | Potency, µM (titrated, usually from 108 µM), for the others: at the top dose activity change, negative = inhibition, usual class: inhibitors | Polyunsaturated fatty acid lipoxygenase ALOX12 (Homo sapiens), P18054 | purified 12hLO, xylenol orange hydroperoxide absorbance | actives 1.1% (n = 580,000); active = well fitted inhibition curve with a large enough effect; inconclusive = small, poorly fitted or top-dose-only effect, or another doubt; inactive = no such curve, though single readings can be large or run the other way
Target sequence (P18054 whole entry, looked up): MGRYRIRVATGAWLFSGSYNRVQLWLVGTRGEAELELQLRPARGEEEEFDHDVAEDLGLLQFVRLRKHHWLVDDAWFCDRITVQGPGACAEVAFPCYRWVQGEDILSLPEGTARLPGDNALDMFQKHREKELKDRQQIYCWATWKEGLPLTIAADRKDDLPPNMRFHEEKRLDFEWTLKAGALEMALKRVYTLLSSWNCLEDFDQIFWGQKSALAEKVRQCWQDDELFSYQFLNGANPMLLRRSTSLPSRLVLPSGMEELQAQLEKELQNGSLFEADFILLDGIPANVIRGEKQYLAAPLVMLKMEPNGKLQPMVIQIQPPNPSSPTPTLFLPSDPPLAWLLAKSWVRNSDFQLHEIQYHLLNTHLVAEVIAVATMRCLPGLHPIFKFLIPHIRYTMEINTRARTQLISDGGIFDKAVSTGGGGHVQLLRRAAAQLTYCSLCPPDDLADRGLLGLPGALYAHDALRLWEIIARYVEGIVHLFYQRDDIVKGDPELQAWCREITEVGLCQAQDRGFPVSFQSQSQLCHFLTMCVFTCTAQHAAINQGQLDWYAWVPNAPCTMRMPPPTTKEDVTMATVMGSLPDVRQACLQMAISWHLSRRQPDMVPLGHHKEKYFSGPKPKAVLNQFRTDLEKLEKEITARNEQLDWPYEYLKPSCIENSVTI
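Hydroperoxide product was detected by ferrous iron/xylenol orange as the 573 to 405 nm absorbance ratio. Arachidonic acid at 40 uM (final) was turned over for 30 min at room temperature by 150 nM human 12hLO, pH 7.0 Hepes buffer, after 15 min compound preincubation.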
* marks the source's active call; other numbers are inactive results; u = inconclusive; [ ] = dose if it differs, or a comment. % is set by controls: 0 for no effect and ±100 for the full control effect; potency is the fitted concentration of half-maximal effect. An excerpt; the hit share may differ from the screen's.

SMILES	ALOX12 inh
Cc1ccsc1CN1CCOc2cc([S+](=O)([O-])N(C)C)ccc2C1	-7%[176 µM]
COc1ccc(-c2ccc3c(n2)c(=O)ncn3Cc2ccccc2)cc1OC	-12%[176 µM]
O=C(O)CCNC(=O)N1CCCC(c2cccc(C(=O)O)c2)C1 (centres undefined)	-10%
COc1ccccc1SC(C(=O)NC1CC1)c1ccccc1 (centres undefined)	-4%
O=C(Nc1oc2ccccc2c(=O)c1-c1cccc(Cl)c1)c1cccc([N+](=O)[O-])c1	-31%
CCCN(CC1CCOC1)C(=O)Nc1ccc(Cl)cc1 (centres undefined)	49%[activator]
CCn1cc(CN(C)C(=O)Cn2nc(C(F)(F)F)c(Cl)c2C)c(C)n1	30%
CCc1nc2c(NS(=O)(=O)c3cccnc3)cccn2n1	u
COc1ccc2nc([C@H]3CCN(C(=O)c4ccccc4)C3)[nH]c2c1	15%[176 µM]
Clc1ccc(-c2cnc3n[nH]c(-c4ccccc4)c3n2)cc1	u
O=C(CN1C(=O)C(c2ccccc2)=NC12CCCC2)NCc1ccccc1Cl	5%
CN(C)c1ccccc1NC(=O)c1cncc(Br)c1	-1%
Cc1sc(-c2nc(-c3cccc(F)c3)no2)cc1S(=O)(=O)Nc1ccc(F)cc1	4%
Cc1ccc(C(CNC(=O)c2cc(=O)c3cc(C)c(C)cc3o2)N2CCCCC2)o1 (centres undefined)	-21%
CCc1ccc(CNC(=O)C2c3ccccc3CC(=O)N2C(C)C)cc1 (centres undefined)	9%
CNCC(=O)N1CCCC(N2CCN(Cc3ccc4c(c3)OCO4)CC2)C1 (centres undefined)	u
COc1cccc(-c2nc(-c3c(C)noc3C)cc3c2cc(C)n3CCN(C)C)c1OC	-29%[176 µM]
Fc1ccc(Nc2nc3nonc3nc2N2CCC(Cc3ccccc3)CC2)cc1	-1%
CN1CCCN(C(=O)[C@H]2C[C@@](C)(C(=O)O)N(C)[C@H]2c2ccccc2Cl)CC1	26%
COc1ccc(C2C3=C(CC(C)(C)CC3=O)Nc3n[nH]c(-c4ccccc4)c32)cc1OC (centres undefined)	3%
COC(=O)C(C)N1C(=O)S/C(=C/c2cn(CC(N)=O)c3ccccc23)C1=O (centres undefined)	u
CN(C)C(=O)c1n[nH]c2c1CN(C(=O)c1ccc(F)cc1)CC2	21%
CC(C)C(=O)N1CCC(Oc2ccccc2-c2nc(-c3cnccn3)no2)C1 (centres undefined)	36%[activator]
CCOC(=O)c1cc(S(=O)(=O)Nc2ccc3c(c2)OCCO3)[nH]n1	11µM*
CC(SC(C)c1ccc(F)cc1)C(N)=O (centres undefined)	-12%
CN(C)/C=C/C(=O)c1ccc([N+](=O)[O-])cc1	u
COc1ccc(CC(=O)N2CCC3(CC2)CN(c2ncccn2)CC3CO)cc1 (centres undefined)	-5%
Cc1ccc(C(=O)Nc2cccc(-c3nc(CNC(=O)C4CCCCC4)c(C)o3)c2)s1	3%
COCCc1ccc(OCc2ccccc2-c2ccc(=O)n(C)n2)cc1	83%[activator]
CC(=O)N1CCCC2(Cc3ccccc3CN2C(=O)c2ccccc2)C1 (centres undefined)	12%[6.33 µM]
Cc1ccc(-c2noc(-c3nc(-c4cccnc4)no3)n2)cc1	-18%
CC1CCc2nn(CC(=O)Nc3ccc(Cl)cc3)c(=O)cc2C1 (centres undefined)	u
Brc1ccccc1-c1nnc(CN2CCc3ccccc3C2)o1	u
Cc1cnc(C(=O)N2CC(Oc3ccccc3-c3nc(C4CC4)no3)C2)cn1	28%
C[C@H]1[C@@H]2[C@@H](O)C([C@H](C)C(=O)N(C)Cc3ccccc3)CC[C@@]2(C)CC[C@@H]1NC(=O)c1ccccn1 (some centres undefined)	65%[activator]
O=C1NC2(CN(Cc3cccc4ccccc34)C2)Oc2ccccc21	27%[176 µM]
CCn1c(CN2CCN(CC(=O)N3CCCC3)CC2)nnc1C1CC(N)C1 (centres undefined)	48%[activator]
O=C(c1ccc2c(c1)OCO2)N1CCC(Cc2nc(-c3ccc(F)cc3)no2)CC1	13%
COc1ccccc1-c1nc2cnccn2c1NCCC(=O)Nc1cc(F)ccc1F	20%
Cc1cc(Oc2cccnc2)ccc1NC(=O)Cc1cn(C)c2ccccc12	-16%
O=C(O)C(c1c[nH]c2cc(Cl)ccc12)N1CCN(Cc2ccccn2)CC1 (centres undefined)	-1%
CC(C)c1nnc2ccc(N3CCC(C(=O)O)CC3)nn12	-4%
C/C(Nc1ccc2oc(=O)ccc2c1)=C1/C(=O)CC2[C@@H]1C2(C)C (some centres undefined)	21%
O=C(CC1CCCC1)N1CCCC(c2nn[nH]n2)C1 (centres undefined)	21%
Cc1ccc(NC(=O)Nc2nnc(C3CCCC3)s2)cc1	1%
CN(C)S(=O)(=O)N1CCC(Oc2ccc(C(=O)NCCc3ccncc3)cc2)CC1	11%
COc1ccc(N2CC(C(=O)N3CCSCC3)CC2=O)cc1Cl (centres undefined)	20%
N#Cc1ccc(C(=O)NC2CCN(c3ccccc3)C2=O)cc1 (centres undefined)	7%
COc1ccc(C2=NCC(C)n3nc4ccccc4c32)cc1 (centres undefined)	u
c1ccc(Nc2cc3c(cn2)NCCN(Cc2ccsc2)C3)cc1	14%[176 µM]
CCN(CC)Cc1nc(C2(O)CCN(C(=O)Nc3ccc(F)cc3)CC2)cs1	1%[176 µM]
CCOC(=O)CCN(C(=O)CCc1c(C)c2ccc(OC)cc2oc1=O)C1CC1	-32%
COc1cc2c(cc1OC)C(CNC(=O)Nc1ccc(C)cc1)N(C(=O)NC(C)C)CC2 (centres undefined)	1%
O=S1(=O)CCC(S(=O)(=O)Nc2ccccc2)C1 (centres undefined)	2%
COCc1nc2nc(-c3ccccc3)c(-c3ccc(OC)nc3)cc2n1C	-23%[176 µM]
O=C(Cc1ccc(N(Cc2ccccc2)C(=O)c2ccco2)cc1)Nc1ccccc1	58%[activator]
CCOC(=O)c1ccc(NC(=O)Cn2ccn3nc4c(c3c2=O)CCCCC4)cc1	-25%
COc1ccc(C2Nc3ccc(C)cc3[C@H]3OCCC[C@@H]23)cc1Br (some centres undefined)	-11%
CCN(CC)C(=O)Cc1nc(-c2cccs2)oc1C	12%
CCOC(=O)c1sc(-c2cc(OC)c(OC)c(OC)c2)cc1NC(=O)c1cnccn1	-18%

More records:
SMILES	ALOX12 inh
CCCS(=O)(=O)c1nc(S(=O)(=O)c2ccc(C)cc2)c(NC(C)CC)s1 (centres undefined)	6%
COc1cc(C(=O)OCCOc2ccc(F)cc2)cc(OC)c1OC	-18%
O=C(NCCCn1cccn1)c1c(OCC2CC2)cc(=O)n2c1CCCCC2	30%[activator]
O=C(CCC1CCCC1)NCc1ccc(CN2CCCC2)cc1	9%
COc1ccc2[nH]c3c(c2c1)CCNC31CCN(C(=O)c2ccoc2)CC1	26%
Cc1ccc(/C=C(/C#N)S(C)(=O)=O)c(C)c1	u
COCCC(=O)NCCC1CCN(C(=O)Nc2ccc(C)cc2)CC1	3%
COc1ccc(OCC2CN(C3CCCC3)S(=O)(=O)CCO2)cc1 (centres undefined)	2%
CCCCN1CCN(C(=O)c2cc(-c3ccncc3)nc3ccccc23)CC1	6%
CO[C@H]1C(=O)N(C(C)C)[C@H]1C1CCN(C(=O)NC2CCCCC2)CC1	46%[activator]
O=C(NCc1ccccc1)C1CC(=O)N(c2n[nH]c3cccc(F)c23)C1 (centres undefined)	3%
O=C(CCc1ncc(-c2ccccc2)o1)Nc1ccc2c(c1)C(=O)N1CCC[C@H]1C(=O)N2	13%
COc1cc(Cl)c(NCC(=O)NC(C)(C#N)C(C)C)cc1OC (centres undefined)	8%
Cn1cc(-c2cnc3[nH]cc(CC(=O)N4CCCC4)c3c2)cn1	-5%[176 µM]
CN(CCCn1cccn1)C(=O)C1CCN(C(=O)C2CCCC2)CC1	28%
CO[C@H]1C[C@@H](O)C12CCN(C(=O)c1oc(COc3ccccc3)cc1C)CC2	41%[activator]
O=C(NCCc1ccncc1)c1coc(COc2ccc(F)cc2Cl)n1	34%[activator]
CC(=O)N1CCC(N2CCN3C(=O)N(c4ccccc4)C[C@H]3C2)CC1	10%[176 µM]
NC(=O)c1ccc(-c2nnn(CC(O)COCc3ccc(Cl)cc3)n2)cc1 (centres undefined)	16%
O=c1c2c(CO)c(-c3ccccc3)nn2ccn1CCc1ccccc1	1%
N#Cc1cccc(NC(=S)O[C@@H]2CO[C@H]3[C@@H]2OC[C@@H]3n2nnnc2SCc2ccco2)c1	3%
COc1cc(NC(=O)CCc2c(C)c3ccc(C)cc3oc2=O)cc(OC)c1	u
Cc1ccc(-c2nc(C(=O)NCc3ccc(Cl)cc3)no2)cc1	11%
COC[C@H]1C[C@@H](NC(=O)Nc2ccc(C(F)(F)F)cc2)[C@H](O)[C@@H]1O	20%[176 µM]

22 of the compounds above, with bars between the fields:
mol | ALOX12 inh
CCOC(=O)c1sc(-c2cc(OC)c(OC)c(OC)c2)cc1NC(=O)c1cnccn1 | -18%
CCCS(=O)(=O)c1nc(S(=O)(=O)c2ccc(C)cc2)c(NC(C)CC)s1 (centres undefined) | 6%
COc1cc(C(=O)OCCOc2ccc(F)cc2)cc(OC)c1OC | -18%
O=C(NCCCn1cccn1)c1c(OCC2CC2)cc(=O)n2c1CCCCC2 | 30%[activator]
O=C(CCC1CCCC1)NCc1ccc(CN2CCCC2)cc1 | 9%
COc1ccc2[nH]c3c(c2c1)CCNC31CCN(C(=O)c2ccoc2)CC1 | 26%
Cc1ccc(/C=C(/C#N)S(C)(=O)=O)c(C)c1 | u
COCCC(=O)NCCC1CCN(C(=O)Nc2ccc(C)cc2)CC1 | 3%
COc1ccc(OCC2CN(C3CCCC3)S(=O)(=O)CCO2)cc1 (centres undefined) | 2%
CCCCN1CCN(C(=O)c2cc(-c3ccncc3)nc3ccccc23)CC1 | 6%
CO[C@H]1C(=O)N(C(C)C)[C@H]1C1CCN(C(=O)NC2CCCCC2)CC1 | 46%[activator]
O=C(NCc1ccccc1)C1CC(=O)N(c2n[nH]c3cccc(F)c23)C1 (centres undefined) | 3%
O=C(CCc1ncc(-c2ccccc2)o1)Nc1ccc2c(c1)C(=O)N1CCC[C@H]1C(=O)N2 | 13%
COc1cc(Cl)c(NCC(=O)NC(C)(C#N)C(C)C)cc1OC (centres undefined) | 8%
Cn1cc(-c2cnc3[nH]cc(CC(=O)N4CCCC4)c3c2)cn1 | -5%[176 µM]
CN(CCCn1cccn1)C(=O)C1CCN(C(=O)C2CCCC2)CC1 | 28%
CO[C@H]1C[C@@H](O)C12CCN(C(=O)c1oc(COc3ccccc3)cc1C)CC2 | 41%[activator]
O=C(NCCc1ccncc1)c1coc(COc2ccc(F)cc2Cl)n1 | 34%[activator]
CC(=O)N1CCC(N2CCN3C(=O)N(c4ccccc4)C[C@H]3C2)CC1 | 10%[176 µM]
NC(=O)c1ccc(-c2nnn(CC(O)COCc3ccc(Cl)cc3)n2)cc1 (centres undefined) | 16%
O=c1c2c(CO)c(-c3ccccc3)nn2ccn1CCc1ccccc1 | 1%
N#Cc1cccc(NC(=S)O[C@@H]2CO[C@H]3[C@@H]2OC[C@@H]3n2nnnc2SCc2ccco2)c1 | 3%

(listing goes on)
SMILES	ALOX12 inh
COc1ccc(-c2nc3c(s2)CN(C(C(=O)O)c2c[nH]c4cc(CO)ccc24)CC3)cc1OC (centres undefined)	u
CCc1cccc(NC(=O)N2CCC3(CC2)CC(=O)N(Cc2ccccc2)C3)c1	14%
O=C(CCC[C@H]1NC[C@@H]2C[C@H]1CN(Cc1ccccc1)C2)NCc1cc(F)cc(F)c1	u
Cc1ccc(Cl)cc1N1CCN(Cc2nc3c([nH]2)c(=O)[nH]c(=O)n3C)CC1	13%
Cc1ccc(NC(=O)Nc2c[nH]c(=O)[nH]c2=O)cc1C	-34%
O=C(Cc1ccc(Cl)cc1)N1CC(c2nnc(-c3ccncc3)o2)C2(CCOCC2)C1 (centres undefined)	u
CCCN(Cc1cc2ccc(C)cc2[nH]c1=O)S(C)(=O)=O	u
CN(CC1CCOCC1)C(=O)Nc1cccc(Br)c1	38%[activator]
CNc1c(NC(=O)NC(C)C)c(=O)oc2ccccc12	u
COc1cccc(NC(=O)N[C@H]2CCN(C(=O)CSC)[C@@H]2C(=O)N[C@@H](CCCNC(=O)CSC)C(N)=O)c1	10%
Cc1nn(Cc2ccccc2)c(C)c1[C@@H]1C=C[C@@H](NC(=O)c2ccc3c(c2)OCO3)C1	116%[activator][176 µM]
O=C(NCC1(COc2cnccn2)C[C@@H](O)[C@@H](O)C1)C1CCOCC1 (some centres undefined)	56%[activator][176 µM]
CC(C)C(=O)Nc1ccc2c(C(C(=O)O)N3CCN(Cc4ccccc4)CC3)c[nH]c2c1 (centres undefined)	5%
O=C(c1ccccc1OCC1CCCN(C2CCCCC2)C1)N1CCOCC1 (centres undefined)	8%
Cc1ccc(C)c(NC(=O)CSc2ncnc3ccccc23)c1	-56%
CN(Cc1ccccc1)S(=O)(=O)c1cc2c(cc1Cl)Oc1ccccc1NC2=O	-16%
O=C(O)COCC(=O)N[C@H]1CO[C@H]2[C@@H]1OC[C@@H]2n1nnnc1Oc1ccc(-n2cncn2)cc1	u
Cn1nc(C(=O)NC2CCCN(c3cc(-c4ccc(F)cc4)[nH]n3)C2)c2ccccc21 (centres undefined)	53%[activator]
Cc1ccc(F)cc1NC(=O)NCCc1coc(-c2ccccc2)n1	-4%
O=C(NCc1nnnn1-c1ccccc1)C1CC2(CCNCC2)CN1 (centres undefined)	46%[activator]
COC(=O)c1ccccc1NC(=O)Cc1coc2cc(C)cc(C)c12	5%
O=C(NCC(c1ccccc1)c1ccccc1)c1n[nH]c(=O)c2ccccc12	u
O=C1OCC2(CCN(Cc3ccccc3O)C2)N1Cc1ccccc1 (centres undefined)	u
O=c1cc(N2CCOCC2)oc2c(NCC3CCOCC3)nccc12	u
O=C(COc1nc2ccccc2nc1N1CCOCC1)Nc1ccc(F)cc1	u
Cc1ccc(CN2C[C@@H](CO)[C@H](c3ccccn3)C2)nc1	104%[activator]
